Autophagy HCS: autophagy modulation, high-content screen | MEF GFP-LC3 puncta imaging; test concentration mostly 10 µM | calls only at 10 µM (by protocol) | AID 463193 | 0.98% of 190,000 active;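 active means percentage of spot-positive cells more than 3 SD above its plate mean, without a fluorescence outlier flag or 80% toxicity; inconclusive means no clear call, values can overlap the other calls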;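 further: spot-positive cell cutoff set from DMSO-treated cells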
WT yeast gro inh: growth inhibition of WT yeast, mitochondrial fusion screen; mitochondrial fusion phenotypic screen, WT strain; inhibition, % at 10 µM; 2.1% of 190,000 active; in the data active means inhibition above about 58%; tested in S. cerevisiae
LYP inhibition: PTPN22 lymphoid phosphatase activity blockers – biochemical, fluorescence intensity, uHTS (AID 1779); 0.054% of 290,000 active; recombinant LYP phosphatase, fluorescence intensity; higher % means a stronger effect; one-dose inhibition, % at 11.5 µM; IC50 in µM for titrated hits; in the data active means inhibition above about 50%;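 further: plate controls were vehicle with enzyme for no effect and no enzyme for full effect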
GPR35 arrestin U2OS: GPR35 antagonists blocking zaprinast-driven arrestin recruitment, primary screen, imaging, U2OS, beta-arrestin-GFP, zaprinast agonist (AID 2058). one-dose inhibition, % at 10 µM; IC50 in µM for titrated hits. U2OS GPR35 beta-arrestin-GFP translocation imaging, zaprinast antagonism; higher % means a stronger effect. 0.052% of 290,000 active;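 active means inhibition of at least 50% with at least 30 cells and total cytoplasm GFP at most 10,000,000; inconclusive means under 30 cells or total GFP of 10,000,000 plus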
AID2073: disruptors of CaV2.2 binding to Mint1 – biochemical, HTRF (AID 2073); HTRF protein-protein interaction, Mint1-CaV2.2; higher % means a stronger effect; inhibition, % at 20 µM; hits with a dose series show IC50 in µM; 0.19% of 290,000 active; in the data active means inhibition mostly above about 51%, no sharp cut-off; inconclusive means no clear call, values can overlap the other calls; inactive means mostly below about 53%; further: some results filed as inactive read as strong as hits
NTR1 ag: NTR1-driven beta-arrestin-GFP spot formation – imaging, U2OS cells, high content, primary screen (AID 493036); P30989; agonist mode; activation, % at 20 µM; 0.17% of 330,000 active;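 active means activation at or above 40% of the spot to cytoplasm intensity ratio, with at least 20 cells analyzed; inconclusive means wells under 20 cells, flagged as cytotoxic or low count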;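 further: 0% = DMSO without peptide and 100% = 100 nM NTR1 peptide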
Target sequence (P30989 whole entry, looked up): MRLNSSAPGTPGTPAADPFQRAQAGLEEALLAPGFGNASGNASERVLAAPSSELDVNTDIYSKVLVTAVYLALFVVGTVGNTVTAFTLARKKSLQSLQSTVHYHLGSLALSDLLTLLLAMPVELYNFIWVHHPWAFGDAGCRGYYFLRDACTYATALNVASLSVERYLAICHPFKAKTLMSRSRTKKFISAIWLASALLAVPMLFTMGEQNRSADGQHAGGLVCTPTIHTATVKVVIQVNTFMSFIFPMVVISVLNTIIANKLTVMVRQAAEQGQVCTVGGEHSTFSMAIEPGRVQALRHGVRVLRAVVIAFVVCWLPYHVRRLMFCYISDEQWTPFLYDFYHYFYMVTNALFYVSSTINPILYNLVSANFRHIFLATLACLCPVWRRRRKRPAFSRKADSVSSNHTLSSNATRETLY
RSV antiviral HEp-2: inhibition of RSV-induced cytopathic effect – HEp-2 cells, primary 10 µM value included (AID 2391); 0.13% of 310,000 active; CPE inhibition, % at 10 µM, or IC50 in µM where a hit was titrated; HEp-2 cells, RSV-induced CPE inhibition; higher % means a stronger effect; in the data active means a potency from the dose series; inconclusive means CPE inhibition mostly from about 23% at the one dose, without a potency; inactive means the rest, 99 in 100 with CPE inhibition below about 21%; further: strong numbers were not always called active
Dengue-2 NS5 capping: Dengue-2 NS5 methyltransferase inhibitors, primary screen, biochemical, confirmation dose response (AID 588689); Dengue-2 NS5 methyltransferase capping enzyme assay, biochemical; higher % means a stronger effect; 0.3% of 340,000 active; inhibition, % at 25 µM, or IC50 in µM where a hit was titrated; in the data active means a potency from the dose series; inconclusive means inhibition above about 29% without an active follow-up result
UTI89 phage lysis: inhibition of K1F phage lysis, E. coli UTI89, bacterial capsule biogenesis inhibitors, alamar blue (AID 488966); 0.02% of 340,000 active; inhibition, % at 100 µM; hits with a dose series show IC50 in µM; E. coli UTI89 K1F phage lysis, alamar blue, 2 h; higher % means a stronger effect;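 active means phage lysis inhibition, versus mean bacterial control, above a set limit; inconclusive means no clear call, values can overlap the other calls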;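 further: capsule biogenesis inhibitors block K1F phage lysis so surviving cells raise fluorescence; higher fluorescence means more inhibition of phage lysis; actives were called in the ten point dose series up to 300 µM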
WT yeast gro inh mutant strain: second read-out of WT yeast gro inh, no call of its own (marks repeat the call); inhibition, %; mitochondrial fusion phenotypic screen, mutant strain inhibition
Autophagy HCS cell loss 18 h: recorded beside Autophagy HCS, whose call it bears; toxicity, %; measured here: cell loss, nuclei count;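 cell loss after 18 h compound exposure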
NTR1 ag cell count 20 µM: also measured in NTR1 ag; calls as there; cell count; measured here: cell count, cytotoxicity flag
Dengue-2 NS5 capping pilot replicate: second read-out of Dengue-2 NS5 capping, no call of its own (marks repeat the call); inhibition, %; measured here: pilot screen replicate inhibition
Active calls of the source: *; i = inactive; ? = inconclusive; · = not tested or not shown; & = joins results of further samples; [ ] = dose if it differs, or a comment.

SMILES | Autophagy HCS | Autophagy HCS cell loss 18 h | WT yeast gro inh | WT yeast gro inh mutant strain | LYP inhibition | GPR35 arrestin U2OS | AID2073 | NTR1 ag | NTR1 ag cell count 20 µM | RSV antiviral HEp-2 | Dengue-2 NS5 capping | UTI89 phage lysis | others
COc1cc(C(=S)N2CCCC2)cc(OC)c1OC | i | 5 | -2 | 2 | -8% | 12% | 1% | 0.4 | 54 | 0.2% | -11% | 0.1%
COc1ccc(NC(=O)C2CCCN2S(=O)(=O)c2cccc3cccnc23)cc1OC (stereo not given) | · | · | · | · | -10% | 13% | 5% | -1.2 | 84 | 1.5% | 2% | -0.3%
Cc1cccc(Nc2n[nH]c(C)c2[N+](=O)[O-])c1 | i | -5 | -1 | 6 | -8% | 8% | 10% | 0.5 | 60 | 2.7% | -6% | 1.6%[50 µM]
CC(=O)c1cc2c(C)cc(=O)oc2cc1O | i | 7 | 1 | 12 | -4% | -6% | 9% | -0.6 | 67 | 3.5% | 3% | 0.3%
Cc1ccc(NC(=S)N2CCOCC2)c(C)c1 | i | 19 | 4 | 9 | -4% | -10% | -15% | -2.0 | 85 | 0.8% | -8% | 1.2%
c1ccn(-c2ncnc3sc4c(c23)CCCC4)c1 | i | 19 | 7 | 17 | -3% | 8% | 8% | 1.6 | 53 | 3.9% | · | 1.0%
O=C(COC(=O)CCNS(=O)(=O)c1ccccc1F)Nc1nnc(-c2ccccc2)o1 | · | · | · | · | · | · | · | 0.6 | 51 | -1.0% | -4% | 1.1%[50 µM]
NS(=O)(=O)c1ccc(CNC(=O)CCS(=O)(=O)Cc2ccccc2)cc1 | · | · | · | · | -12% | 4% | 8% | 3.0 | 60 | 1.5% | -9% | -0.2%[50 µM]
O=S(=O)(c1ccccc1)c1nc(-c2cccs2)oc1NCC1CCCO1 (stereo not given) | i | -5 | -5 | 2 | 4% | -11% | -1% | 2.0 | 49 | 3.7% | 3% | 0.0%
O=C(/C=C/c1ccc(Br)o1)NCCCN1CCOCC1 | i | -3 | -6 | -11 | -7% | 11% | 14% | 0.1 | 43 | -1.1% | -12% | -0.6%
CC(=O)/C(=N/Nc1ccccc1Cl)Sc1nnc(C(O)c2ccccc2)n1-c1ccccc1 (stereo not given) | i | -5 | -6 | 4 | 4% | -8% | -29% | 4.8 | 67 | 6.7% | 2% | 0.6%[50 µM]
CC(C)CC(NC(=O)C1CCCCC1)C(=O)NC(C)c1ccccc1 (stereo not given) | · | · | · | · | -5% | 7% | 10% | 0.2 | 63 | 0.1% | -4% | 0.4%[50 µM]
COc1ccc(-c2onc(C)c2-c2ccccc2)c(O)c1 | i | 13 | 13 | 21 | -7% | -4% | -3% | 3.3 | 57 | 2.7% | 0% | 0.2%
Cc1cc(C(=O)NNC(=S)Nc2cccc(C(F)(F)F)c2)nn1C | · | · | · | · | -10% | 4% | -19% | 0.1 | 57 | 5.4% | 1% | -1.4%[50 µM]
CCOc1ccc(NC(=O)NN2C(C)CCCC2C)cc1 (stereo not given) | · | · | · | · | -4% | 1% | -6% | 0.7 | 90 | 1.6% | -2% | 1.2%[50 µM]
CCOc1ncccc1C(=O)OCc1c(F)cccc1Cl | i | 22 | 4 | 3 | -6% | 13% | -8% | 2.9 | 49 | 0.1% | -7% | 0.0%
O=C(NC1CC2CCCC(C1)N2C(=S)Nc1ccccc1Cl)C1CC1 (stereo not given) | · | · | · | · | -5% | -4% | 13% | -0.9 | 38 | 1.1% | 1% | 0.3%
COc1nc(NCc2cccnc2)nc(OC)n1 | i | -4 | -4 | 14 | -8% | 7% | 20% | -0.2 | 84 | -0.2% | -2% | 4.5%
CCOC(=O)Cc1csc(NC(=O)CN(C)S(=O)(=O)c2cccc3cccnc23)n1 | i | 2 | 7 | -6 | -7% | -16% | -5% | 7.0 | 46 | -0.2% | -4% | -3.7%
O=[N+]([O-])c1ccc2[nH]nc(-c3ccccc3)c2c1 | i | 9 | -3 | -29 | 1% | -7% | 4% | 4.4 | 54 | ? | 3% | -10%
O=C1CC(=O)Nc2cc(S(=O)(=O)N3CCN(c4cccc(C(F)(F)F)c4)CC3)ccc2N1 | i | 29 | 6 | -1 | -4% | 5% | 6% | 4.1 | 37 | 6.8% | -2% | 0.0%
CCc1cc2c(=O)c(-c3nc4ccccc4n3C)c(C(C)C)oc2c(CN2CCN(C)CC2)c1O | i | -5 | 8&-12 | -6&-12 | -2% | 8% | 23% | 1.0 | 65 | -2.1% | 3% | 0.1% | Dengue-2 NS5 capping pilot replicate=-3.0
CN1CCN(CCc2nc3cc(NC(=O)c4ccco4)ccc3n2C)CC1 | · | · | · | · | -7% | -7% | -6% | 0.6 | 45 | 1.0% | 1% | -0.6%
Cc1cc(SCc2ccc(Cl)cc2Cl)nc(=O)[nH]1 | · | · | · | · | -10% | -14% | 19% | -0.1 | 61 | -0.6% | -12% | 1.2%
NS(=O)(=O)c1ccc(NC(=O)C2Cc3ccccc3C(=O)O2)cc1 (stereo not given) | i | 5 | 4 | -30 | -6% | -6% | 26% | -1.0 | 73 | 0.8% | · | -1.1%
O=C(c1cc(Br)ccc1Cl)N1CCN(c2ccc(N3CCOCC3)nn2)CC1 | · | · | · | · | · | · | · | 0.6 | 61 | 1.5% | -1% | -1.2%
CN(C)CCCNC(=O)CC(c1ccc(F)cc1)c1ccco1 (stereo not given) | i | 2 | 4 | 4 | -6% | -3% | -7% | 0.5 | 54 | -0.3% | -7% | 0.5%
CC1=C(C(=O)NC(C)CCc2ccccc2)C2(CCC(C)CC2)OC1=O (stereo not given) | i | 0 | 2 | -8 | -2% | 2% | -9% | -0.4 | 85 | 1.8% | 2% | 0.3%
Cc1nc2c(ccc3nc(NC(=O)Cc4cccc5ccccc45)sc32)s1 | i | 16 | 53 | -26 | 7% | -15% | 36% | -2.6 | 60 | 24% | -4% | 0.4%
O=C(CCCN1C(=O)/C(=C/c2ccccc2Cl)SC1=S)N1CCOCC1 | · | · | · | · | -4% | -4% | 4% | 3.0 | 71 | 1.5% | 1% | 1.7%[50 µM]
CCC1=C2CC[C@H]3C(=O)N(c4ccccc4)C(=O)[C@H]3[C@H]2[C@@]2(C)C(=NCc3ccccc3)OC(=O)N2C1=O | · | · | · | · | -5% | -17% | 3% | -1.1 | 97 | 1.2% | -5% | -0.5%
O=C(NCc1ccccn1)c1ccc(OC2CCN(Cc3ccccc3O)CC2)cc1 | · | · | · | · | -7% | -9% | -4% | 1.5 | 55 | -0.1% | -10% | 0.0%
COC(=O)c1cc(OC)c(OC)cc1NC(=S)N1CCN(C)CC1 | i | 19 | -19 | 0 | -8% | 6% | -36% | -0.2 | 39 | 0.4% | 0% | -0.2%[50 µM]
Cc1cc2c3nonc3ccc2n1C | i | 35 | 7 | 4 | 4% | 12% | 14% | -1.4 | 14 | 2.4% | 1% | 0.6%
O=C(Nc1ccc2nc(-c3ccco3)[nH]c2c1)c1ccco1 | i | 4 | -11 | 3 | 8% | -2% | -10% | -2.4 | 86 | 0.2% | -10% | -0.8%
Cc1ccc(N/C=C(\C2OC(=O)c3ccccc32)[N+](=O)[O-])c(C)c1 (stereo not given) | i | 3 | -37 | -2 | -3% | -7% | 4% | 0.0 | 32 | 1.9% | · | ·
CCCCN(CC)C(=O)c1ccccc1Oc1ccccc1 | i | -1 | 10 | -10 | -2% | -7% | 3% | 1.4 | 44 | 1.2% | -6% | 2.8%
Cc1ccc(NC(=O)CSc2nnc(CNC(=O)c3ccco3)n2C)c(C)c1 | · | · | · | · | · | · | · | 0.6 | 63 | 0.1% | 1% | -0.3%[50 µM]
CCCCn1c(N)c(N(CCOC)C(=O)c2cc(=O)[nH]c3ccccc23)c(=O)[nH]c1=O | · | · | · | · | · | · | · | 1.2 | 56 | 0.7% | 2% | 0.5%[50 µM]
CCN(CC)S(=O)(=O)c1ccc(C(=O)Nc2ccc(Cc3ccncc3)cc2)cc1 | i | 12 | -1 | -1 | -2% | 1% | 24% | 3.7 | 37 | -3.0% | -10% | 0.1%
CCCSc1nnc(Cn2c(=O)sc3ccccc32)n1-c1ccccc1 | i | 6 | 20 | 9 | -9% | -1% | -2% | 2.3 | 32 | 7.5% | 4% | 7.3%
Cc1ccc(C)c(OC2=NS(=O)(=O)c3ccccc32)c1 | i | 12 | 4 | 14 | -5% | 10% | -8% | · | · | -0.2% | 2% | -0.6%
CC(=O)OCC1OC(n2ncc(=O)n(Cc3ccccc3)c2=O)C(OC(C)=O)C1OC(C)=O (stereo not given) | i | 0 | -7 | 3 | -6% | -7% | 8% | -0.4 | 24 | -0.8% | -9% | -0.1%
COc1cc(CN2CCCC(CO)(Cc3cccc(Cl)c3)C2)cc(OC)c1O (stereo not given) | · | · | · | · | -11% | -18% | -4% | 1.4 | 70 | 0.4% | 0% | -1.2%

Of the compounds above, these contain two or more sulfur atoms:
SMILES | Autophagy HCS | Autophagy HCS cell loss 18 h | WT yeast gro inh | WT yeast gro inh mutant strain | LYP inhibition | GPR35 arrestin U2OS | AID2073 | NTR1 ag | NTR1 ag cell count 20 µM | RSV antiviral HEp-2 | Dengue-2 NS5 capping | UTI89 phage lysis | others
NS(=O)(=O)c1ccc(CNC(=O)CCS(=O)(=O)Cc2ccccc2)cc1 | · | · | · | · | -12% | 4% | 8% | 3.0 | 60 | 1.5% | -9% | -0.2%[50 µM]
O=S(=O)(c1ccccc1)c1nc(-c2cccs2)oc1NCC1CCCO1 (stereo not given) | i | -5 | -5 | 2 | 4% | -11% | -1% | 2.0 | 49 | 3.7% | 3% | 0.0%
CCOC(=O)Cc1csc(NC(=O)CN(C)S(=O)(=O)c2cccc3cccnc23)n1 | i | 2 | 7 | -6 | -7% | -16% | -5% | 7.0 | 46 | -0.2% | -4% | -3.7%
Cc1nc2c(ccc3nc(NC(=O)Cc4cccc5ccccc45)sc32)s1 | i | 16 | 53 | -26 | 7% | -15% | 36% | -2.6 | 60 | 24% | -4% | 0.4%
O=C(CCCN1C(=O)/C(=C/c2ccccc2Cl)SC1=S)N1CCOCC1 | · | · | · | · | -4% | -4% | 4% | 3.0 | 71 | 1.5% | 1% | 1.7%[50 µM]
CCCSc1nnc(Cn2c(=O)sc3ccccc32)n1-c1ccccc1 | i | 6 | 20 | 9 | -9% | -1% | -2% | 2.3 | 32 | 7.5% | 4% | 7.3%
